Source: PubChem
TEAD-YAP inh = TEAD-YAP interaction inhibition | HEK-TIYL cells, TEAD-Gal4/YAP UAS-luciferase luminescence | inhibition, % at 9.12 µM | hit rate 1.4% among 640,000 | AID 1259422; in the data active = inhibition above about 32%;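 note: 0% = median of test compound wells and 100% = reference inhibitor wells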
MITF primary = inhibitors of human MITF; AlphaScreen MITF homodimerization, bead proximity signal; hit rate 0.91% among 650,000; inhibition, % at 2.6 µM; in the data active = inhibition above about 50%;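 note: 0% = vehicle wells with protein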
Target sequence (O75030 whole entry, looked up): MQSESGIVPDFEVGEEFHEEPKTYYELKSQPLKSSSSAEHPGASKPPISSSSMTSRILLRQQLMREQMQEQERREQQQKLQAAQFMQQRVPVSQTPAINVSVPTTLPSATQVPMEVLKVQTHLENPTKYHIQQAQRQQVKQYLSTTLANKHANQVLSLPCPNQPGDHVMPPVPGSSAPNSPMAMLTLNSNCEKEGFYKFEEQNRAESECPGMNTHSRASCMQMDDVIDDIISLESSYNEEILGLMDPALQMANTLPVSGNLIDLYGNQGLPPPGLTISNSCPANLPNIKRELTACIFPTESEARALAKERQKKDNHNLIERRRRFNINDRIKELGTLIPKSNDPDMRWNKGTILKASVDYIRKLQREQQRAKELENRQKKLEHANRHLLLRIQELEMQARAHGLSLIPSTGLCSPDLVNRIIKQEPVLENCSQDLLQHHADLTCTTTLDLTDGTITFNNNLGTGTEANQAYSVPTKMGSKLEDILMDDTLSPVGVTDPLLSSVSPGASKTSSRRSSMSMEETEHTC
FBW7 activator = human FBW7 E3 ligase activation, primary screen; Q969H0; AlphaScreen FBW7–phospho-cyclin E peptide binding, activator screen; hit rate 0.13% among 650,000; normalized activity (activation), % at 26.1 µM; in the data active = normalized activity above about 1.9%;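 note: purified mutant Fbw7 with reduced substrate affinity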
GPR151 activ = activates the human receptor GPR151; Q8TDV0; PathHunter beta-arrestin GPR151 cells, luminescence; activation, % at 11.2 µM; hit rate 1% among 650,000; AID 1508602; in the data active = activation above about 4.9%;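 note: 0% = median of compound wells and 100% = cells with positive control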
Target sequence (Q8TDV0 whole entry, looked up): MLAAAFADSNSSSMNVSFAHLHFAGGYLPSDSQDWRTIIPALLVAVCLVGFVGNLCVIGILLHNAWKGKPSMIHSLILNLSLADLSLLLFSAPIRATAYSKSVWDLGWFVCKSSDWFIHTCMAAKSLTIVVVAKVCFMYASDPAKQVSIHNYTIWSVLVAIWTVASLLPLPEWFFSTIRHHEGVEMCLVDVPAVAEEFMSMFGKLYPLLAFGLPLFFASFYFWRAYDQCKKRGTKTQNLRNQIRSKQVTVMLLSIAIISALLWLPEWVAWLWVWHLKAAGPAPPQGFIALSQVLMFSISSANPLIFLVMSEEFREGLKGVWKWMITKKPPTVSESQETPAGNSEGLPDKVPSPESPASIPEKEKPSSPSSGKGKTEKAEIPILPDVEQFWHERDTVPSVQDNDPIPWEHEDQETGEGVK
An asterisk follows results filed as active.

Molecule,FBW7 activator,TEAD-YAP inh,MITF primary,GPR151 activ
COc1ccc(Cn2c(SCC(=O)Nc3cc(C)[nH]n3)nc3ccsc3c2=O)cc1,-0.1,-10,-7,0.8
C=CCOC(=O)C1=C(C)Nc2[nH]c(=O)[nH]c(=O)c2C1c1ccccc1 (stereo not given),0.0,3,0,-0.7
CNC(=O)CCC(=O)N1CC(C)Oc2ccccc21 (stereo not given),-0.1,-3,8,-0.8
Cc1[nH]c(C)c2c(=O)n(-c3ccccc3)ncc12,0.2,-22,6,-1.3
O=C1CS/C(=C/C(=O)c2ccccc2)N1,0.1,5,13,-0.2
O=C(Nc1c2c(nn1-c1cccc(Cl)c1)CS(=O)(=O)C2)c1cccc([N+](=O)[O-])c1,0.0,2,-8,1.1
COc1ccc(NC(=O)C=C(C)C)c(OC)c1,0.7,-16,10,-0.9
O=C(Nc1nnc(-c2ccccn2)o1)c1ccccc1Oc1ccccc1,0.0,11,3,0.2
CSc1cccc(NC(=O)C2C3C=CC4(O3)C2C(=O)N(CCCN2CCOCC2)C4C(=O)NC2CCCC(C)C2C)c1 (stereo not given),-0.1,-6,-9,1.7
CCC1CCCCN1C(=O)/C=C/c1cc(OC)c(OC)c(OC)c1 (stereo not given),0.0,-8,-6,0.1
CN(C)CCCN(CCCN(C)C)CC(c1ccccc1)c1ccccc1,0.7,9,55*,0.5
CCOC(=O)c1c(N)n[nH]c1-c1ccccc1,0.1,4,1,-0.8
COc1cc(C(=O)OCC(=O)Nc2ccc([N+](=O)[O-])cc2C#N)cc(OC)c1OC,-0.1,-7,5,-0.2
C/C(CC(=O)Nc1ccccc1Br)=N\NC(N)=S,-0.4,15,4,0.5
Cc1ccc(C(C)(C)C)cc1S(=O)(=O)Nc1c(C)nn(C)c1C,-0.1,3,3,-0.8
CCN(CC)CCNC(=O)CN1C(=O)/C(=C\c2cccc(Cl)c2)Sc2ccccc21,-0.2,-2,-14,-0.6
CCCn1c(=O)n(-c2cccc(Cl)c2C)c(=O)c2c3c(sc21)CN(C(C)=O)CC3,0.1,-7,-14,2.4
COc1cccc(N2C(=O)NC(=O)/C(=C/c3cccs3)C2=O)c1,0.1,-7,-26,-0.9
CCCCC(=O)Nc1ccccc1-c1nnn(CC(=O)Nc2ccc(C)cc2)n1,0.5,0,3,0.0
COc1ccc(OCC(=O)Nc2ccccc2OC(F)F)cc1,0.0,6,-3,0.7
CCc1ccc(NC(=O)c2cc(S(=O)(=O)N3CCc4ccccc43)ccc2F)cc1,-0.1,-9,-11,-1.6
Cn1c(=O)c2[nH]c(-[n+]3ccccc3)nc2n(C)c1=O,0.0,-4,-2,0.7
CCCS(=O)(=O)N1CCCC(C(=O)NCCc2ccccc2)C1 (stereo not given),0.5,6,4,-1.4
CCOC(=O)COc1ccc(S(=O)(=O)N(CC)CC)cc1[N+](=O)[O-],-0.2,6,0,-0.5
CSc1ccc(CN2CCN(C(=O)c3ccc(F)cc3)CC2)cc1,0.6,44*,55*,-1.3
CCCCOc1ccccc1NC(=O)c1ccc2ccccc2c1OC,0.8,6,14,0.1
CC1(C)CC(=O)C=C(NCc2cccs2)C1,-0.2,-4,-2,2.9
CCCOC(=O)c1ccc(-n2nnnc2SCC(=O)N2CCCCC2)cc1,0.1,13,10,-0.8
COC(=O)C1=CN(Cc2ccc(OC)c(OC)c2)C=C(C(=O)OC)C1c1cc(OC)ccc1OC,0.7,-30,-8,0.7
O=[N+]([O-])c1ccc2[nH]c(CN3CCOCC3)cc2c1,-0.2,-11,2,-0.3

Among those listed so far, these have nitrogen in an aromatic ring:
Molecule,FBW7 activator,TEAD-YAP inh,MITF primary,GPR151 activ
COc1ccc(Cn2c(SCC(=O)Nc3cc(C)[nH]n3)nc3ccsc3c2=O)cc1,-0.1,-10,-7,0.8
C=CCOC(=O)C1=C(C)Nc2[nH]c(=O)[nH]c(=O)c2C1c1ccccc1 (stereo not given),0.0,3,0,-0.7
Cc1[nH]c(C)c2c(=O)n(-c3ccccc3)ncc12,0.2,-22,6,-1.3
O=C(Nc1c2c(nn1-c1cccc(Cl)c1)CS(=O)(=O)C2)c1cccc([N+](=O)[O-])c1,0.0,2,-8,1.1
O=C(Nc1nnc(-c2ccccn2)o1)c1ccccc1Oc1ccccc1,0.0,11,3,0.2
CCOC(=O)c1c(N)n[nH]c1-c1ccccc1,0.1,4,1,-0.8
Cc1ccc(C(C)(C)C)cc1S(=O)(=O)Nc1c(C)nn(C)c1C,-0.1,3,3,-0.8
CCCn1c(=O)n(-c2cccc(Cl)c2C)c(=O)c2c3c(sc21)CN(C(C)=O)CC3,0.1,-7,-14,2.4
CCCCC(=O)Nc1ccccc1-c1nnn(CC(=O)Nc2ccc(C)cc2)n1,0.5,0,3,0.0
Cn1c(=O)c2[nH]c(-[n+]3ccccc3)nc2n(C)c1=O,0.0,-4,-2,0.7
CCCOC(=O)c1ccc(-n2nnnc2SCC(=O)N2CCCCC2)cc1,0.1,13,10,-0.8
O=[N+]([O-])c1ccc2[nH]c(CN3CCOCC3)cc2c1,-0.2,-11,2,-0.3

(listing goes on)
Molecule,FBW7 activator,TEAD-YAP inh,MITF primary,GPR151 activ
COc1ccc(-c2nc3n(n2)C(=O)CC(c2cccc([N+](=O)[O-])c2)S3)cc1 (stereo not given),0.0,9,3,-0.4
CCOc1ccc2c(C)c(CC)c(=O)oc2c1I,0.2,-12,16,-1.8
Cc1ccc2onc(CNC(=O)NCc3ccc(F)cc3)c2c1,-0.1,3,6,-0.5
O=C(NC(c1ccccc1)c1ccccn1)C1CCN(C(=O)C2CCCCC2)CC1 (stereo not given),0.1,-5,-1,-0.2
O=C(/C=C/c1ccc(Cl)c([N+](=O)[O-])c1)c1ccc(S(=O)(=O)N2CCCC2)cc1,-0.2,-1,-3,-0.2
COC(=O)C1=C(O)/C(=C\c2cccc(OC)c2OC)N=C1C,0.0,0,-5,0.4
CC(C)CCn1c(N2CCC(C(N)=O)CC2)nc2c1c(=O)[nH]c(=O)n2C,0.0,-3,1,0.4
COc1ccc(C(c2ccc3cccnc3c2O)N2CCCC2)cc1 (stereo not given),-0.2,84*,19,-0.1
COc1ccc(C(=O)NC(=S)Nc2cccc(C(=O)O)c2C)cc1[N+](=O)[O-],-0.4,-1,2,-0.4
N#Cc1c(N)n(CCNC(=O)c2ccc(Br)o2)c2nc3ccccc3nc12,0.1,5,-4,1.3
CCNCCNC(=O)c1c(O)c2cccc3c2n(c1=O)CCC3,-0.1,-5,-8,1.7
Cc1ccc(NC(=O)CN2N=NC3C(=O)N(c4ccccc4)C(=O)C32)cc1 (stereo not given),-0.4,7,-10,-0.2
Fc1ccc(C2Oc3ccc(Cl)cc3C3CC(c4cccs4)=NN32)cc1F (stereo not given),0.3,-11,5,-1.6
CCOc1ccc(NC(=O)Cc2cn(C)c3ccccc23)cc1,-0.1,-3,5,-0.1
O=C(Nc1ccc(Cl)cc1)Nc1ccccc1C(=O)N1CCOCC1,-0.1,-8,-9,-1.0
Cc1ccc2cc(C(c3nnnn3C(C)C)N3CCN(C)CC3)c(=O)[nH]c2c1C (stereo not given),-0.1,7,0,-0.8
NC(=O)CSc1nc2ncnc(N)c2[nH]1,-0.1,-4,18,0.6
CC(=O)c1nnn(-c2ccc(F)cc2)c1NC1CCCC1,0.6,-73,4,-0.8
CCCC(=O)Nc1ccc(Br)c(C)c1,0.1,0,8,0.9
C/C(=C/C(=O)c1ccc2c(c1)OCCO2)Nc1ccc(C)cc1,0.0,1,-12,-0.1

Ordered by SMILES length (largest number first): 3 of the compounds above.
Molecule,FBW7 activator,TEAD-YAP inh,MITF primary,GPR151 activ
CSc1cccc(NC(=O)C2C3C=CC4(O3)C2C(=O)N(CCCN2CCOCC2)C4C(=O)NC2CCCC(C)C2C)c1 (stereo not given),-0.1,-6,-9,1.7
COc1ccc(-c2nc3n(n2)C(=O)CC(c2cccc([N+](=O)[O-])c2)S3)cc1 (stereo not given),0.0,9,3,-0.4
O=C1CS/C(=C/C(=O)c2ccccc2)N1,0.1,5,13,-0.2

Next results follow:
Molecule,FBW7 activator,TEAD-YAP inh,MITF primary,GPR151 activ
Cc1ccc(C(=O)OC2CCOC2=O)cc1[N+](=O)[O-] (stereo not given),-0.1,-13,-1,3.2
C[C@@H](c1ccccc1)n1c(=O)[nH]c2ncc(-c3cccc(C(=O)N(C)C)c3)nc21,-0.4,11,-6,1.4
CCCCOC(=O)c1cccc(N2C(=O)c3cccc([N+](=O)[O-])c3C2=O)c1,0.0,-2,7,0.7
COc1ccc(/C=N/N(C)c2cc(=O)n(C)c(=O)[nH]2)cc1,0.1,-23,17,0.2
CC1=C(C(=O)OC2CCCC2)C(c2coc3ccc(C)cc3c2=O)C2=C(CCCC2=O)N1 (stereo not given),-0.1,1,6,-0.3
C=CCNC(=O)C(CC)c1ccccc1 (stereo not given),0.6,-1,-5,-0.4
Cc1cc(Nc2ccccc2)n2cnnc2n1,-0.1,10,0,-0.4
CCOC(=O)N1CCC(NC(=O)C2CCN(c3ccc(N4CCOCC4)nn3)CC2)CC1,0.0,0,3,-1.6
CC(C)(C)C1CCC(C(=O)Nc2cccnc2)CC1 (stereo not given),-0.1,3,-10,0.2
CCOC(=O)CSC1=N/C(=C/c2ccsc2)C(=O)N1c1ccccc1,0.1,-2,-16,-0.3
COc1ccc(C(=O)Oc2coc(CSc3nc(C)cc(C)n3)cc2=O)cc1OC,0.4,-7,13,-1.5
CC(C)CN(C(=O)Cn1nnnc1N)C1(C(=O)Nc2ccccc2)CCCCC1,0.8,-5,24,-1.0
N#Cc1c(N)n[nH]c1CCCNC(=O)CCC(=O)c1cccs1,-0.1,12,-1,3.6
COCCn1c(SCC(=O)NCc2ccc(F)cc2)nnc1-c1c[nH]c2ccccc12,0.0,2,-11,-0.9
COc1ccc(C=C2C(=O)c3ccccc3C2=O)c(OC)c1,0.0,-5,5,3.4
COc1cc(CN2CCN(CCC(C)C)C(CCO)C2)ccc1O (stereo not given),-0.1,5,-3,-1.4
CO/N=C(\C(=O)O)C1=NNC(=Nc2ccccc2)SC1,0.0,-12,11,0.5
CCCCc1ccc(NC(=O)CSc2nnc(C)s2)cc1,0.1,2,11,0.0
CCCc1cc(-c2oncc2-c2ccc3c(c2)OCCO3)c(O)cc1OC,-0.1,51*,-4,0.2
Cc1sc2nc(C3CC3)n3c(=O)n(CC(=O)N4CCCC4)nc3c2c1C,0.6,6,8,-0.3
COc1ccc(CC(=O)NC(=S)Nc2ccc(S(N)(=O)=O)cc2)cc1,0.4,3,20,-0.5
CC1(C)CC(=O)C2=C(C1)Nc1[nH]c(=O)[nH]c(=O)c1C2c1ccc(Cl)cc1 (stereo not given),-0.2,-15,6,-0.1
CN(C)CCN(C)Cc1ccc(N(C)C)cc1,-0.1,13,45,1.1
CCOc1ccc(CN2CCN(Cc3cccc4cccnc34)CC2CCO)cc1 (stereo not given),0.2,-2,9,3.9
c1ccc(CCNc2c(-c3ccco3)nc3cnccn23)cc1,0.5,-17,5,-0.4
N#Cc1ccccc1CN1C(=O)C2C(C1=O)C1C=CC2C12CC2 (stereo not given),0.2,9,1,0.7
CC(=O)c1cccc(NC(=O)CCn2c(=S)oc3ccccc32)c1,0.0,-15,-1,0.6
Cc1ccc(NC(=O)CCS(=O)(=O)c2ccc(Br)s2)cc1Cl,-0.1,-2,5,-0.7
COc1ccc(N2CCN(S(=O)(=O)c3cc(C(=O)Nc4ccc(C(C)C)cc4)ccc3F)CC2)cc1,0.1,-3,35,2.0
COc1ccc(NC(=O)/C=C/c2ccco2)cc1S(=O)(=O)Nc1ccccc1Cl,-0.2,3,-10,-0.1
O=C(NC1(c2ccccc2)CC1)C1CC(Cc2cccc(F)c2)=NO1 (stereo not given),0.2,-28,22,0.1
COc1ccc(Br)cc1C(=O)NC(=S)Nc1ccc2c(c1)C(=O)N(C)C2=O,0.0,-3,13,1.1
Oc1ccccc1N=Cc1ccccc1F,-0.1,-1,2,0.7
CCOC(=O)C1=C(C)NC2=C(C(=O)c3ccccc32)C1c1cc(OC)c(OC)c(OC)c1 (stereo not given),-0.4,53*,6,0.1
CCOC(=O)c1c(N)sc(C(=O)Nc2ccccc2)c1C,0.2,32*,3,-4.6
O=C(NCCCN1CCCCCC1)c1ccc(CNc2nc(=S)[nH]c3ccccc23)cc1,-0.3,-2,-33,1.5
CC(=O)Nc1cccc(OC2=NS(=O)(=O)c3ccccc32)c1,-0.1,-2,-3,0.0
CCn1c(C(=O)NCc2cccnc2)cc2oc3ccccc3c21,-0.2,-8,7,0.5
COc1ccc(Br)cc1C1SCCN1C(=O)c1cc2cc(Br)cc(Br)c2oc1=O (stereo not given),-0.1,1,-4,0.3
CC(C)(C)C(=O)N1CCCC1C(=O)Nc1cccc2ccccc12 (stereo not given),0.0,-2,12,-0.1
COc1ccc2[nH]cc(CCNC(=O)NC(C)(C)C)c2c1,0.1,-2,-4,-2.2
CN1CCN(NC(=S)Nc2ccc(Cl)cc2Cl)CC1,0.3,-11,18,-0.9
COC(=O)C1=C(C)NC(=O)NC1c1cc(Cl)cc(Br)c1OC (stereo not given),0.0,5,6,0.0
O=c1[nH]c2ccc(S(=O)(=O)N3CCN(c4ccccc4Cl)CC3)cc2[nH]c1=O,0.1,-8,3,0.2
COc1cc(-c2nc3cccc(C)n3c2NCC2CCCO2)ccc1O (stereo not given),0.1,-5,-1,-0.2
